Insulin prom inh = inhibitors of insulin promoter-driven GFP, primary screen, imaging, TRM-6 cells (human fetal islet line), eGFP reporter, cell count. reporter expression induced with tamoxifen. inhibition, % at 2 µM. hit rate 0.9% among 130,000. AID 1273, 2008;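 active = inhibition above the mean plus 3 SD, with well images judged a real hit on visual review, cut at about 60% in these data, passing the limit was not always enough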
sdo1 growth = growth rescue of sdo1-depleted yeast, primary screen, S. cerevisiae, bone marrow failure model. S. cerevisiae sdo1-depleted JHY4D growth rescue, OD600 30 h; active compounds read high; pdr5 snq2 efflux-pump mutant strain. z-score at 10 µM. hit rate 0.21% among 140,000. AID 817, 2007;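 active = z-score above 3 at both the 24 hr and the 30 hr optical density reads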;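 note: z-score against mean and SD of all compound wells on the same plate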
sdo1 growth Rescue 24 h = second read-out of sdo1 growth, no call of its own (marks repeat the call); z-score; S. cerevisiae sdo1-depleted JHY4D growth rescue, OD600; measured here: growth rescue at 24 h;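 0 is the plate mean of compound wells and units are plate SD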
An asterisk follows results filed as active; . = no result given; & = joins results of further samples. This is a subset; the hit share may differ from the screen's.

Screens in order: Insulin prom inh	sdo1 growth	sdo1 growth Rescue 24 h
- Cc1cc2cc(CNC(=S)NCc3ccccc3)ccc2n1C
  -42.9	.	.
- CCOc1ccc(OCC)c(NC(=O)CCn2c(=O)oc3ccccc32)c1
  .	0.48	0.36
- CCNC(=O)Nn1c(C)nnc1C
  60.0	0.48	-0.02
- O=C(CC1=NC2(CCCC2)Cc2ccccc21)N1CCOCC1
  13.3	0.33	0.52
- CCCCNC(=O)Nc1nnc(-c2ccc(Cl)cc2)o1
  -62.5	0.43	0
- O=C(CSc1nnc(-c2ccc(OC(F)F)cc2)o1)N1CCOCC1
  .	0.04	-0.45
- CCOc1ccc(NC(=O)C(C)Oc2ccccc2C(=O)Nc2ccc(C)c(Cl)c2)cc1 (stereo not drawn)
  7.7	0.3	0.55
- O=C(NC(Cc1c[nH]c2ccccc12)c1nnc2n1CCCCC2)c1ccc(Cl)cc1 (stereo not drawn)
  -29.7	0.57	0.13
- CN(C(=O)c1ccc(-c2nn(C)c(=O)c3ccccc23)cc1)c1ccccc1
  17.9	0.03	-0.12
- NS(=O)(=O)c1ccc(NC(=S)NCC2CCCO2)cc1 (stereo not drawn)
  1.3	-0.25	-0.07
- Cc1c(Cl)cnc(NC(=O)COC(=O)c2ccc([N+](=O)[O-])s2)c1Cl
  .	-2.21	-2.21
- CCOc1ccc(-c2cc3nc(C4CCN(C(=O)OC(C)(C)C)CC4)c(C(=O)O)cn3n2)cc1
  -5.6	1.19	0.64
- O=C1NC(c2ccc(-c3ccccc3[N+](=O)[O-])o2)C(C(=O)c2ccc(Cl)cc2)C(O)(C(F)(F)F)N1 (stereo not drawn)
  .	0.21	0.12
- O=C(CCCn1c(=O)[nH]c2cc(Cl)ccc2c1=O)NCCCN1CCN(c2ccc(F)cc2)CC1
  -266.7	.	.
- CCS(=O)(=O)N1CCN(c2ccc(C(=O)NC3C4CC5CC(C4)CC3C5)cc2[N+](=O)[O-])CC1 (stereo not drawn)
  .	0.29	0.92
- O=C(O)/C=C/C(=O)NC1CCCCC1
  .	-0.48	-1.06
- COC(=O)C(CCCCN1C(=O)C2C3C=CC(C3)C2C1=O)N1C(=O)C2C3C=CC(C3)C2C1=O (stereo not drawn)
  .	0.91	1.7
- CCCN(CCC)C(=O)Cn1c(=O)c2ccccc2n2c(=S)sc(-c3ccccc3C)c12
  -21.4	-0.06	0.11
- CC(C)OC(=O)C1=C2SCC(=O)N2C(N)=C(C#N)C1
  -34.3	0.61	0.6
- CCOC(=O)c1ccccc1N/C=C/C(=O)c1ccccc1
  11.1	.	.

Next section, starting with the last two of the part before.
Screens in order: Insulin prom inh	sdo1 growth	sdo1 growth Rescue 24 h
- CC(C)OC(=O)C1=C2SCC(=O)N2C(N)=C(C#N)C1
  -34.3	0.61	0.6
- CCOC(=O)c1ccccc1N/C=C/C(=O)c1ccccc1
  11.1	.	.
- CN(C)c1nc2n(c(=O)n1)CCS2
  5.7	0.9	0.55
- Clc1cccc(Cl)c1Cn1nnc(-c2cccs2)n1
  -225.0	-2.47	-1.27
- O=[N+]([O-])c1cccc(/C=N/Nc2nc(NCc3ccccc3)nc(N3CCOCC3)n2)c1
  19.2	0.1	0.18
- CC1(C)CC(=O)N(CC(=O)N2CCN(c3ncccn3)CC2)c2ccccc2S1(=O)=O
  .	0.44	-0.49
- COC(=O)Cn1c(C(F)(F)F)nc2ccccc21
  15.4	1.28	1.45
- N#Cc1ccc(CSc2nnc(Nc3ccccc3)s2)cc1
  .	-0.69	-0.49
- O=c1oc2c3c4c(cc2c2c1CCC2)OCCN4CCC3
  .	-1.38	0.16
- O=C(Nc1ccc(Cl)c(Cl)c1)Nc1nnc(CC2=CCCCC2)s1
  .	0.45	-0.15
- CC1CCc2sc3nc(NCc4ccco4)n4ncnc4c3c2C1 (stereo not drawn)
  .	-2.07	-1.03
- O=C(CNC(=O)c1ccccc1)N/N=C/c1ccc([N+](=O)[O-])s1
  -35.0	.	.
- CCCC(=NCc1ccccc1)C1=C(O)C(C(=O)OC)C(C)(C)CC1=O (stereo not drawn)
  -68.8	-1.26	-1.12
- Clc1ccc(-c2csc(N/N=C/c3cccnc3)n2)c(Cl)c1
  33.3	-0.82	-0.33
- Cc1ccc(C)c(C2=CSC3=NCCN23)c1
  .	1.62&0.68	1.01&0.98
- CCc1nnc(NC(=O)OCc2ccccc2)s1
  6.2	0.69	0.7
- COc1ccc(C)cc1NC(=O)CN(Cc1nnc(-c2ccc(Cl)cc2)o1)C1CCCC1
  8.3	-1.47	-1.17
- COc1ccc(-c2ccccc2)cc1NCc1ccccc1C
  -6.7	-1.11	-0.74
- CCCC(=O)c1ccc(N2CCCCC2)c(F)c1
  35.0	.	.
- Cc1c(O)c(=O)ccn1Cc1ccccc1
  -257.1	-0.27	-0.41
- CCOC(=O)c1sc(NC(=O)c2ccco2)nc1C
  .	0.15	-0.14
- COc1ccc(COCC(O)CN(Cc2ccco2)Cc2ccccc2O)cc1 (stereo not drawn)
  -8.1	-0.21	0
- O=C(Oc1ccc2cccc(OC(=O)N3CCOCC3)c2c1)N1CCOCC1
  -20.0	0.31	-0.1
- CC(=O)Nc1ccc(S(=O)(=O)NNC(=O)c2cccc3ccccc23)cc1
  15.2	0.1	-0.05
- CCOC(=O)c1c(-c2ccccc2)csc1NC(=O)c1nn(CC)cc1Br
  50.0	-0.75	-1.2
- COc1ccc(CC(=O)Nc2ccc(-c3noc(-c4ccccc4OC)n3)cc2)cc1
  -26.7	-1.13	0.23
- CCOC(=O)C1NN=C(C(=O)c2ccccc2)C1c1ccc(OC)cc1 (stereo not drawn)
  64.7	.	.
- O=C(O)C1CCCCC1C(=O)NCCCN1CCOCC1 (stereo not drawn)
  36.4	1.44	1.35
- COC(=O)CNc1nc(-c2ccccc2F)nc2ccccc12
  59.3	-0.94	-1.03
- CCOCCCNC(=O)C(c1ccc(OC)cc1)N(Cc1cccs1)C(=O)c1ccccn1 (stereo not drawn)
  -140.0	.	.
- CCCCCCCCc1nc(=S)[nH][nH]1
  52.9	-0.47	-0.61
- CSc1nc(O)c(/C=C2\C=Nc3ccccc32)[nH]1
  -6.7	0.51	0.06
- CN(C)CCSc1nnc(-c2ccccc2)o1
  .	-0.65	-1.5
- CN1CCN(c2ccc(S(=O)(=O)N3CCCCC3)cc2NC(=O)Cc2ccc(Cl)cc2)CC1
  .	0.87	-0.06
- Cc1cccnc1Nc1nc(-c2ccc(O)cc2O)cs1
  56.2	-2.41	-1.86
- Cc1ccc(C(=O)c2sc3nsc(C)c3c2N)cc1
  4.2	-0.18	0.33
- Cc1ccc(S(=O)(=O)O/N=C2/CCCc3occc32)cc1
  .	0.22	0.2
- COC(=O)c1sc2nc(SCC(=O)N(C)c3ccccc3)n(N)c(=O)c2c1C
  40.0	.	.
- CSc1ccccc1NC(=O)c1cnccn1
  32.5	0.34	-0.25
- O=C(CSc1nnc(-c2ccncc2)n1Cc1ccco1)Nc1nccs1
  -38.5	0.42	0.26
- CCOc1cc2c3c(c1)C(C)=CC(C)(C)N3C(=O)C2=O
  13.3	.	.
- O=C(Nc1ccn(Cc2ccccc2F)n1)c1ccc(COc2ccc(Cl)cc2Cl)o1
  .	-0.74	-0.34
- Cc1ccc(S(=O)(=O)N2CCC(C(=O)Nc3nnc(-c4ccco4)s3)CC2)cc1
  .	0.44	0.49
- Cc1cc(C)cc(N2C(=O)C3C4C=CC(C4)C3C2=O)c1 (stereo not drawn)
  57.9	0.25	-0.02
- COc1ccc(-c2nc3ncccn3c2Nc2ccc3c(c2)OCCO3)cc1
  69.0*	1.63	1.51
- O=[N+]([O-])c1cc(-c2nnc(-c3ccccc3)o2)ccc1Oc1ccc(Cl)cc1
  .	-0.37	0.21
- CCOC(=O)c1cc(CC)sc1NC(=O)CC1SC(N)=NC1=O (stereo not drawn)
  33.3	.	.
- Cc1ccc(NC(=O)CCC(=O)OCc2ccc(Br)cc2)cc1
  -11.5	0.45	-0.16
- CC(c1ccccc1)n1cc(C(=O)NCc2cccnc2)nn1 (stereo not drawn)
  0.0	0.5	0.52
- Cc1cc(C)c2[nH]c(=O)c(CN(CC3CCCO3)C(=S)NCc3ccco3)cc2c1 (stereo not drawn)
  .	-0.48	-0.26
- CCN(CC)C(=O)CSc1nnc(-c2cccc(OC)c2)o1
  56.2	0.38	-0.74
- COc1ccc(CN2CCOCC2)cc1
  50.0	0.07	-0.51
- COc1cc2c(cc1NC(=O)CSc1nccn1C)oc1ccccc12
  -23.3	-1.73	-1.34
- O=C(COC(=O)C1CCN(S(=O)(=O)c2cccs2)CC1)c1cc2ccccc2o1
  11.1	-0.01	2.41
- O=C(CN1CCN(Cc2ccc(F)cc2Cl)C1=O)NCc1cccs1
  -16.7	.	.
- Cc1[nH]c2ccc(F)cc2c1CCN(Cc1ccncc1)C(=S)Nc1ccccc1
  -145.4	.	.
- Cc1ccc(N=C2NC(=O)S/C2=C\c2ccco2)cc1
  21.9	-1.21	-0.5
- O=C(COC(=O)CCc1c[nH]c(=O)[nH]1)Nc1cccc(Cl)c1
  -168.0	-0.4	-1.1
- CCc1nc(N2CCN(S(=O)(=O)c3ccc(Br)cc3)CC2)c2c(C)c(C)sc2n1
  68.8	.	.
- O=C(c1ccc(Cl)c(S(=O)(=O)NCc2ccco2)c1)N1CCN(c2ccccc2F)CC1
  -21.7	-0.92	-0.97
- Cc1ccc2[nH]c(=O)c(CN(CCCN3CCOCC3)C(=O)Nc3cccc(Cl)c3)cc2c1
  -66.7	0.14	-0.11
- COc1ccc(NS(=O)(=O)c2cc(C)ccc2C)cc1
  .	-0.07	-0.49

Looked up above.
CCCN(CCC)C(=O)Cn1c(=O)c2ccccc2n2c(=S)sc(-c3ccccc3C)c12 – sdo1 growth Rescue 24 h: 0.11
O=C(Nc1ccc(Cl)c(Cl)c1)Nc1nnc(CC2=CCCCC2)s1 – sdo1 growth Rescue 24 h: -0.15
CCOC(=O)C1NN=C(C(=O)c2ccccc2)C1c1ccc(OC)cc1 (stereo not drawn) – Insulin prom inh: 64.7
Cc1c(Cl)cnc(NC(=O)COC(=O)c2ccc([N+](=O)[O-])s2)c1Cl – sdo1 growth Rescue 24 h: -2.21
Cc1[nH]c2ccc(F)cc2c1CCN(Cc1ccncc1)C(=S)Nc1ccccc1 – Insulin prom inh: -145.4
N#Cc1ccc(CSc2nnc(Nc3ccccc3)s2)cc1 – sdo1 growth: -0.69

Later entries.
Screens in order: Insulin prom inh	sdo1 growth	sdo1 growth Rescue 24 h
- Cc1c(Cl)c([N+](=O)[O-])nn1CCCC(=O)Nc1cccc(Cl)c1Cl
  14.3	-0.05	0.11
- Cc1cccc(Cc2ccc(Cl)nn2)c1
  -26.7	.	.
- C=CCNc1nc(-c2ccc(O)c(C(N)=O)c2)cs1
  10.3	-0.12	0.61
- CCOc1ccc(OCCCCn2ccnc2)cc1
  -15.4	0.46	-0.04
- COc1ccc(C(=O)CSc2nnc(-c3ccc(C)cc3)o2)cc1
  13.8	-0.01	1.83
- CSc1cnc2c(=O)n(C)c(=O)[nH]c2n1
  -7.7	1.17	1.18
- O=C(c1cccnc1)N1CCN(Cc2cccc(F)c2)CC1
  -23.9	0.27	-0.81
- COc1cccc(CNC(=O)C2=C(C)C(=O)OC23CCC(C)CC3)c1 (stereo not drawn)
  0.0	-0.15	-0.04
- COc1ccc(C2CC(c3ccc(OC)cc3)n3nc(NC(=O)c4cccs4)nc3N2)cc1 (stereo not drawn)
  8.8	0.65	-0.19
- CCN(CC)c1c([N+](=O)[O-])c(=O)oc2ccccc12
  21.4	.	.
- O=C(c1ccc(N2CCCC2)c([N+](=O)[O-])c1)N1CCN(c2ccccn2)CC1
  0.0	.	.
- Cc1nc2nc(-c3ccccc3)[nH]n2c(=O)c1Cc1ccccc1
  0.0	-0.75	0.54
- O=C(NC(Cc1ccccc1)C(=O)O)/C(=C/c1ccccc1)NC(=O)c1cccc(Br)c1 (stereo not drawn)
  35.7	.	.
- O=C(CCN1C(=O)/C(=C/C=C/c2ccccc2)SC1=S)Nc1ccccn1
  -100.0	.	.
- O=C(N/N=C\c1ccc(Cl)cc1)c1sccc1-n1cccc1
  -32.4	-0.29	0.08
- Cc1ccccc1CSCCNC(=O)CN(c1ccc2c(c1)OCO2)S(C)(=O)=O
  -212.5	-0.35	-0.04
- COc1cc(C(=O)N(Cc2ccc(F)cc2)C2CCS(=O)(=O)C2)cc(OC)c1OC (stereo not drawn)
  25.6	0.42	0.18
- O=C1NC(=O)C(c2ccccc2)(c2ccccc2)N1
  19.1&23.3&22.7	0.6&2.06&-0.32	0.17&2.03&-0.67
- Cc1ccc(OCCSc2ncnc3nc[nH]c23)cc1
  -22.6	-0.26	-0.85
- COc1ccc(C2(C(=O)NC(C)C)CCCC2)cc1OC
  44.7	-0.27	-0.98
- NC(=S)N/N=C/c1ccccc1OCCSc1ccc(Cl)cc1
  50.0	-2.22	-2.17
- COc1ccc(N2C(=O)C(F)(F)C2c2ccc(C)cc2)cc1OC (stereo not drawn)
  45.5	.	.
- O=C(N/N=C/c1cccs1)C1COc2ccccc2O1 (stereo not drawn)
  -53.3	-1.08	-1.47
- Cc1ccc(C)c(Oc2ncnc(N)c2[N+](=O)[O-])c1
  .	-0.03	-0.72
- O=C(c1cccs1)N(Cc1nc2sc3c(c2c(=O)[nH]1)CCCC3)C1CCCC1
  20.0	-1.59	-0.78
- CCN1C(=O)/C(=C/c2nc3ccccc3c(=O)n2-c2ccccc2)c2ccccc21
  -17.4	-1.46	-0.57
- COc1ccc(CNc2ccc(-c3ccc(OC)cc3)nn2)cc1
  -114.3	-0.92	-0.73
- COc1cccc(CNC(=O)CCNS(=O)(=O)c2cccs2)c1
  -7.4	0.12	-0.79
- COc1ccccc1Oc1nc(C)c(C(C)=O)cc1C#N
  -53.9	.	.

Compound activity deposited in PubChem by several laboratories.
